# Giardia killer: Giardia lamblia killing | Giardia lamblia trophozoite viability | AID 540267 | 0.15% of 340,000 active | activity change, % at 7.66 µM, hits read low; in the data active means activity change below about -80%; inconclusive means between about -30% and that limit;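 further: parasites exposed to compound for two days anaerobically before the ATP read; on the % scale 0 is the no-effect control and ±100 the full control effect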
#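 Trophozoite viability was measured as ATP-dependent luminescence, read 15-30 min after reagent addition. Before that, parasites at 100 cells/well were exposed to compounds for 48 h, anaerobically, at 37 deg C.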
# Rab9 prom act: activates the Rab9 promoter | 2.8% of 320,000 active | Huh7 Rab9 promoter-luciferase reporter, luminescence, 24 h | Potency, µM (highest dose often 9.22 µM), for inactives: top-dose activation, negative = inhibition, actives largely listed as activators; further: potency means the concentration at half of the fitted maximal effect; % of control where 0% means no effect; nearly all actives have a fitted effect of over 60% in size
#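 Luminescence from Amplite-detected luciferase (10 minutes, ambient) reports Rab9 promoter activation. Before that, stable Rab9-luciferase Huh7 cells (1500/well, reduced-serum OP-MEM I plus 10% FBS) were exposed to compound for 24 hours at 37C.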
# KCNH2 3.1 block: KCNH2 3.1 (human) potassium channel inhibition; U2OS KCNH2 3.1, thallium flux FluxOr; stronger effect = lower value; activity change, % (tested at about 1.8 µM); 0.95% of 340,000 active;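 active means maximum activity change below -70%; inconclusive means maximum activity change from -70% to -50%; inactive means maximum activity change above -50%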;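 further: thallium influx rate constant from kinetic fluorescence after stimulation buffer; on the % scale 0 is the no-effect control and ±100 the full control effect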
#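 U2OS cells transduced with KCNH2 3.1 mutant virus (1.77 x 10^8 /mL, 4 h), plated overnight at 37 C, loaded 45 min with FluxOr dye plus Red40 quencher. Thallium flux rate constant from kinetic reads after stimulation buffer, normalised to controls.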
# FLuc modulator: counter-screen for miR-21 project: firefly luciferase inhibitors or activators; Potency, µM (titrated, usually from 57.5 µM), for inactives: at the highest dose activity change, negative = inhibition, usual class: inhibitors; AID 588342; 6.9% of 360,000 active; purified FLuc, Km substrates, luminescence inhibition; P08659;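 further: potency means the concentration at half of the fitted maximal effect; plate controls were vehicle for no effect and reference inhibitor for full effect; nearly all actives have a fitted effect of over 55% in size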
#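 Purified P. pyralis luciferase (10nM final) with 10uM D-luciferin and 10uM ATP (Km levels) in 50mM Tris acetate pH 7.5, 10mM Mg acetate, 0.01% Tween-20, 0.05% BSA; qHTS 6-point titration, ~60 µM downward; luminescence read.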
# NPC1 promoter act: activators of NPC1 promoter; AID 485313; 2.4% of 320,000 active; Huh7 NPC1 promoter luciferase reporter, 24 h; Potency, µM (doses to about 9.22 µM), for the others: at the top dose activation, actives largely listed as activators;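 further: potency means the concentration at half of the fitted maximal effect; % of control where 0% means no effect; nearly all actives have a fitted effect of over 60% in size; reporter is driven by a mutant NPC1 promoter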
#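 Luminescence from an NPC1 promoter-driven luciferase reporter in stably transfected Huh7 cells was measured after 24 h compound treatment at 37 °C, followed by 10 min ambient incubation with luciferase detection reagent.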
# Tb PFK inh: blocks T. brucei phosphofructokinase. 0.17% of 330,000 active. T. brucei PFK, ADP-Glo luminescence. Potency, µM (series often up to 57.5 µM), for the others: at the top dose activity, negative = inhibition, hits mostly inhibitors;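 further: potency means the concentration at half of the fitted maximal effect; 0% = uninhibited 1x PFK enzyme wells and -100% = no-enzyme wells; nearly all actives have a fitted effect of over 60% in size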
# Target sequence (O15648 whole entry, looked up): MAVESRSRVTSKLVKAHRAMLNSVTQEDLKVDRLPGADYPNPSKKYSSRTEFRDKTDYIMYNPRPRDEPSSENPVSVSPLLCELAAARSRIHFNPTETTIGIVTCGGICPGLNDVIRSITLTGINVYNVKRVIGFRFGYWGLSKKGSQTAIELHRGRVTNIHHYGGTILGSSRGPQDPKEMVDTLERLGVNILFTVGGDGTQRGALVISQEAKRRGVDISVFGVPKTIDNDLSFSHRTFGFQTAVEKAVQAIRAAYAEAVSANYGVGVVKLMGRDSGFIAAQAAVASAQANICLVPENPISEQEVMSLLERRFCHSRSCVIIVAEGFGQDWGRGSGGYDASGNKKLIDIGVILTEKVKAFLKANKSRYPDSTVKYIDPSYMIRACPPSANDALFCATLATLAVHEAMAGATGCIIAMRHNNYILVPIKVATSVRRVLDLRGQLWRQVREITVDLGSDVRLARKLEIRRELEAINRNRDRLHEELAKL
#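 Compounds were pin-transferred as a titration series up to 57 uM into substrate buffer (0.5 mM F6P, 0.1 mM ATP, pH 8.0), then 1.25 nM PFK was added and reactions ran 45 min before ADP-Glo detection.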
# uPA surface inh: inhibitors of cell surface uPA generation. cell surface uPA generation assay, qHTS. AID 540303. 0.31% of 330,000 active. Potency, µM (highest dose often 38.3 µM), inactives show at the top dose activity change, negative = inhibition, usual class: inhibitors; active means well fitted inhibition curve with a large enough effect; inconclusive means small, poorly fitted or top-dose-only effect; inactive means no such curve, though single readings can be large or run the other way; tested in mouse RAW 264.7 cells; further: potency means the concentration at half of the fitted maximal effect; on the % scale 0 is the no-effect control and ±100 the full control effect; nearly all actives have a fitted effect of over 55% in size
# RORg inh: inhibitors of mouse ROR gamma transcriptional activity. P51450. Drosophila S2 Gal4-RORgamma UAS-luciferase reporter, 20 h. Potency, µM (highest dose often 53.6 µM), inactives show at the highest dose activity change, negative = inhibition, hits mostly inhibitors. 5.4% of 310,000 active. AID 2551; further: potency means the concentration at half of the fitted maximal effect; on the % scale 0 is the no-effect control and ±100 the full control effect; nearly all actives have a fitted effect of over 60% in size
# Target sequence (P51450 whole entry, looked up, the tested form may be a part): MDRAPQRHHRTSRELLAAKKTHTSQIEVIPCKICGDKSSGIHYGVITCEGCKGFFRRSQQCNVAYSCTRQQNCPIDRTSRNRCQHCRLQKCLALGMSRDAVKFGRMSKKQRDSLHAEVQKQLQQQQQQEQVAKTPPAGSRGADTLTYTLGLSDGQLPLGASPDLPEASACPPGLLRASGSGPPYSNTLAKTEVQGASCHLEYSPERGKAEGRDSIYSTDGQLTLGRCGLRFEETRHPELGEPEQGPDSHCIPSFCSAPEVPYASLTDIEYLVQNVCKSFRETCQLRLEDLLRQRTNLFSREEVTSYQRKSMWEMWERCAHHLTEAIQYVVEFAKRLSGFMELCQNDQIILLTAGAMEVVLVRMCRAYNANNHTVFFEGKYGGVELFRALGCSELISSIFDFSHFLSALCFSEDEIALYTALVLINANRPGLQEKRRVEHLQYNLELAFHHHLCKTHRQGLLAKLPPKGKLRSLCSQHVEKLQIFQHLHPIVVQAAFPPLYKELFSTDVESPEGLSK
#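 Stable Schneider cell line, Gal4 DNA-binding domain fused to ROR gamma, UAS-luciferase. Cmpd 1 hr RT → CuSO4 700 uM final → 20 hr RT → luciferase reagent 10 min → luminescence.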
# Coupling enz: coupling enzyme interference in Giardia aldolase counter-screen | coupling enzyme system counterscreen, AmpLite Red fluorescence | activity change, negative = inhibition, % at 58.2 µM, hits read low | 0.67% of 290,000 active; in the data active means activity change below about -30%; further: on the % scale 0 is the no-effect control and ±100 the full control effect
#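 First, compound is pin-transferred into glyceraldehyde-3-phosphate coupling-enzyme reagent at 57.5 uM final and held 10 min at RT. Next, substrate, coupling system and AmpLite Red are added. After 20 min RT, fluorescence (525/598 nm) is read.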
# ELG1 genotoxic: induces genotoxicity in HEK293T cells with luciferase-tagged ELG1; HEK293T ELG1-luciferase reporter, luminescence, 16 h; 1.3% of 330,000 active; Potency, µM (highest dose often 46 µM), for inactives: at the highest dose activity change, positive = activation, hits mostly activators; further: potency means the concentration at half of the fitted maximal effect; % of control where 0% means no effect; nearly all actives have a fitted effect of over 60% in size
#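 DMSO vehicle served as control against compound-treated ELG1-luciferase HEK293T cells; exposure lasted 16 hr at 37 °C and 5% CO2, followed by ONE-Glo luminescence detection after 30 min.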
# VP16 counter: counter-screen for ROR gamma inhibitors: Gal4-VP16 reporter. Drosophila S2 Gal4-VP16 UAS-luciferase, luminescence, 20 h. AID 2546. 3.5% of 310,000 active. Potency, µM (highest dose often 53.6 µM), for inactives: at the highest dose activity, negative = inhibition, usual class: inhibitors;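 further: Gal4-VP16 expression switched on by copper sulfate through the metallothionein promoter; potency means the concentration at half of the fitted maximal effect; on the % scale 0 is the no-effect control and ±100 the full control effect; nearly all actives have a fitted effect of over 50% in size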
# The depositor's hits bear a star; ? = inconclusive; · = no result given; & = joins results of further samples. Unless noted, the call rests on the fitted dose curve; in most records, active means well fitted curve in the direction sought with a large enough effect; inconclusive means small, poorly fitted or top-dose-only effect, or another doubt; inactive means no such curve, though single readings can be large; an effect the other way counts as inactive or inconclusive.
SMILES,Giardia killer,Rab9 prom act,KCNH2 3.1 block,FLuc modulator,NPC1 promoter act,Tb PFK inh,uPA surface inh,RORg inh,Coupling enz,ELG1 genotoxic,VP16 counter
COc1cccc(-c2c(C#N)c(N)nc3c2c(C)nn3-c2ccccc2)c1O,-14.2,-14.6%,0.3,-6.4%,-6.4%,-1.5%,8.0%,6.3%,-3.7,-2.8%,-8.5%
COCCCNC(=O)C1CCCN(S(C)(=O)=O)C1 (stereo unspecified),-7.0,-2.6%,-13.4,1.1%,-0.4%,-1.2%,0.9%,-6.7%,0.7,0.4%,?
Nn1c(Cc2cccc3ccccc23)nnc1SC1CCOC1=O (stereo unspecified),-19.7,1.6%,-7.0,-1.6%,-0.1%,-18.4%,-0.3%,-0.1%,0.6,-3.4%,-0.4%
Cc1ccc(-n2nc3c(=O)n(CCCC(=O)N4CCC(C)CC4)nc(C)c3c2C)cc1,1.8,-8.8%,-3.7,-3.4%,-4.5%,0.0%,-5.9%,6.4%,4.9,-6.6%,-14.2%
O=C(Nc1ccccc1C(F)(F)F)c1cc(-c2ccc(O)cc2)on1,1.8,?,-16.5,26.9µM*,?,1.0%,·,-25.5%,5.0,13.9%,?
CCOC(=O)c1ccc(NC(=O)CSc2nnc(CNC(=O)c3ccco3)o2)cc1,-5.3,-3.0%,16.1,5.9%,0.4%,2.9%,-0.2%,8.8%,·,4.2%,-2.3%
Cn1c(-c2cccc([N+](=O)[O-])c2)cnc1NCc1cccc([N+](=O)[O-])c1,13.8,-11.6%,-26.5,-1.2%,-5.8%,-19.3%,-3.2%,3.0%,-2.1,-8.3%,-1.5%
CCOC(=O)c1cccc(Nc2nc(C)cc(C)n2)c1,-10.8,4.47µM*,11.0,?,?,5.6%,4.7%,7.6%,-1.4,12.8%,24.1%
Cc1ccc(SC(CC(=O)c2ccc(C(C)(C)C)cc2)C(=O)O)cc1 (stereo unspecified),3.4,-8.2%,12.4,?,1.2%,8.4%,-12.9%,1.41µM*,24.8,-5.7%,5.01µM*
O=C1CN(S(=O)(=O)c2cccc(Cl)c2Cl)c2ccccc2N1,12.2,2.4%,11.4,-1.2%,0.0%,0.5%,-4.2%,23.5%,-7.0,0.6%,-7.4%
COc1cccc(-c2sc3ccc(OC)cc3c2-c2ccc(OCCN3CCCCC3)cc2)c1,-11.0,·,-34.8,·,·,-3.5%,-19.4%,·,·,-1.1%,·
O=C1CC(c2ccc3ccccc3c2)NN1 (stereo unspecified),-1.4,-2.0%,1.0,2.8%,-0.9%,-1.8%,3.3%,·,·,3.8%,·
Cc1ccc(S(=O)(=O)Nc2ccccc2F)cc1C(=O)NNC(=O)c1ccccc1O,10.7,10.6%,-10.4,7.3%,4.8%,-1.7%,-3.5%,·,·,-2.9%,·
COc1ccc(-n2c(=O)c3c4c(sc3n3c(=S)[nH]nc23)CCCC4)cc1,8.2,-0.6%,10.3,1.0%,-2.1%,-2.0%,-0.8%,7.94µM*,-1.1,1.0%,12.6µM*
CCCC(=O)Nc1sc(C)c(-c2ccc(C(C)CC)cc2)c1C#N (stereo unspecified),-8.2,-7.5%,14.5,-2.5%,-6.4%,3.8%,·,21.9%,0.4,4.6%,-6.3%
Cc1cccc(CC(=O)NCCN2CCCCC2)c1,-20.6,-0.3%,1.2,-1.4%,0.8%,-2.2%,-5.8%,1.2%,0.4,-7.7%,-4.7%
Cc1ccc(CSc2ccc(C(=O)N3CCOCC3)cc2[N+](=O)[O-])cc1,-11.7,0.0%,-3.3,-2.0%,0.5%,-2.4%,0.9%,22.3%,0.1,2.7%,-3.1%
NC(=O)CSC1=Nc2ccccc2C2=NC(c3ccccc3)C(=O)N12 (stereo unspecified),-10.5,-1.8%,12.1,-4.3%,-3.8%,-0.8%,-0.2%,1.0%,0.8,4.9%,-3.2%
Cc1cc(OCC(=O)NCCCN(C)C)cc(C)c1Br,-6.0,8.3%,-0.4,-0.2%,2.5%,1.5%,0.2%,-7.1%,-0.3,-15.6%,-6.0%
Cc1cc(Cl)c2oc(C(=O)N(C)C(C)c3ccccn3)c(C)c2c1 (stereo unspecified),-14.4,?,5.6,19µM*,21.6%,1.0%,-2.2%,12.6%,·,?,27.8%
OC(COc1ccc(Br)cc1)Cn1ccnc1 (stereo unspecified),-23.9,-2.6%,0.2,-1.3%,0.8%,-2.2%,-0.4%,14.8%,-8.4,-0.2%,1.4%
COc1ccc(C(=O)N(C)C2CCCCC2)cc1OC1CCN(C(C)C)CC1,-12.1,10.7%,-5.9,-5.5%,2.4%,-1.9%,-4.3%,-10.5%,·,7.0%,0.1%
Clc1ccc(OCCSCc2nc3ccccc3[nH]2)cc1,11.0,-0.9%,0.7,2.3%,-1.6%,2.3%,6.2%,5.01µM*,4.3,-8.9%,5.01µM*
CCOc1ccc(NC(=O)CSc2ccc3nnc(-c4cccnc4)n3n2)cc1,-1.4,0.8%,-0.8,-3.2%,-5.4%,-3.3%,2.3%,18.5%,1.1,9.4%,2.7%
O=C(NCc1ccccn1)c1cnc2sccn2c1=O,-2.4,2.8%,-2.9,2.3%,0.8%,0.5%,-3.0%,-5.5%,6.3,-0.8%,1.8%
CCSc1nc2cc(S(=O)(=O)N3CCOCC3)ccc2o1,14.5,·,11.4,·,·,?,-4.5%,·,·,-0.1%,·
O=C(Nc1ccc(-c2csc(Nc3ccc(Cl)cc3)n2)cc1)c1cccc(C(F)(F)F)c1,-1.4,-15.5%,-16.8,0.7%,-12.0%,3.4%,?,22.7%,-2.7,-8.6%,2.1%
Cc1cccc2c3nc4ccccc4nc3n(C)c12,-23.4,4.47µM*,2.8,2.39µM*,1.41µM*,1.8%,5.8%,-43.8%,-1.2,5.0%,?
CC1CCCN(C(=O)CN2C(=O)c3ccccc3S2(=O)=O)C1 (stereo unspecified),4.1,2.82µM*,-11.1,·,?,-0.2%,1.4%,·,·,?,·
Cc1cc2nc(/C(C#N)=C\c3ccc(-c4ccccc4C(=O)O)o3)[nH]c2cc1C,-7.6,5.1%,-7.7,1.51µM*,17.7%,-29.2%,-8.1%,?,-5.3,2.5%,17.0%
Cc1c(C(=O)NC(C)c2ccc(-n3ccnc3)cc2)cccc1[N+](=O)[O-] (stereo unspecified),-13.9,-2.2%,-9.0,1.8%,1.3%,1.3%,7.4%,17.4%,·,-0.7%,3.4%
Cc1cc2ccccn2c1C(=O)c1ccc(Cl)cc1,-7.5,14.9%,-8.9,?,3.2%,-2.7%,·,?,·,-3.6%,15.8µM*
CCOC(=O)C1=C(c2ccccc2)N=c2s/c(=C\c3cc(OC)c(OC)c(OC)c3)c(=O)n2C1c1cccs1 (stereo unspecified),11.0,2.8%,-2.5,-1.4%,-4.8%,4.3%,2.0%,14.3%,3.2,-1.0%,-18.2%
COc1ccc(-c2nnc(SCc3ccccc3F)o2)cc1,-23.4,1.41µM*,-20.6,1.51µM*,1.26µM*,2.3%,3.2%,-33.7%,1.0,1.03µM*,-16.6%
Cn1nc(-c2ccc(C(=O)Nc3ccc(F)cc3)cc2)c2ccccc2c1=O,4.5,-7.8%,0.0,-0.8%&-15.3%,-7.0%,0.0%,-3.1%,?,-0.6,0.5%,?
Cn1c(=O)c2c(nc(N3CCN(Cc4ccccc4)CC3)n2CCSc2ncccn2)n(C)c1=O,·,-6.8%,·,-2.2%,-1.2%,1.9%,·,38.8%,2.0,10.4%,0.1%
CCOC(=O)C1(Cc2cccc(OC)c2)CCCN(CCO)C1 (stereo unspecified),3.1,1.6%,0.9,-4.7%,-12.0%,1.0%,13.4%,23.7%,-1.0,3.8%,-3.9%
CC(NC(=O)CN(c1ccc(F)cc1)S(C)(=O)=O)c1ccccc1 (stereo unspecified),13.2,7.2%,-6.1,-3.7%,1.4%,-3.1%,-1.4%,-1.9%,3.9,-5.3%,-8.1%
O=C(Nc1ccc2c(c1)OCO2)c1ccc([N+](=O)[O-])cc1[N+](=O)[O-],?,?,2.9,?,25.8%,3.5%,0.9%,-28.2%,-2.2,1.2%,29.6%
COc1ccc(CN2CCC(CO)(Cc3ccccc3C(F)(F)F)CC2)c(F)c1,-0.7,-1.2%,-37.7,-1.2%,-1.2%,3.3%,5.1%,-13.9%,-0.9,-5.1%,0.0%
Cn1c(SCc2ccccn2)nnc1-c1ccncc1,4.9,-3.2%,-15.8,1.6%,-0.1%,2.4%,·,29.4%,1.2,-5.0%,-3.8%
